Compound activity deposited in PubChem by several laboratories.
CCHF vOTU inh: CCHFV vOTU protease inhibitors, primary screen, biochemical, Pep-AMC substrate, fluorescence | Crimean-Congo hemorrhagic fever virus L polyprotein viral ovarian tumor (vOTU) protease … | inhibition, % at 11.5 µM | 370,000 tested, 0.55% active | AID 651958, 2012; also: 0% = vehicle wells with enzyme and 100% = no enzyme wells
BioA inh: M. tuberculosis BioA enzyme inhibitors, primary screen, biochemical, plate reader, single point, HTS. 7,8-diaminopelargonic acid synthase BioA (Mycobacterium tuberculosis). AID 602481, 2012. 360,000 tested, 0.096% active. inhibition, % at 9.99 µM. purified M. tuberculosis BioA enzyme; in the data active = inhibition above about 40%; inconclusive = no clear call, values can overlap the other calls
GDH-TPI inh: GDH-TPI coupling enzyme inhibitors, primary screen, artefact control for M. tuberculosis FBA inhibitor project, biochemical, absorbance, full deck. AID 588335, 2011. GDH-TPI coupled enzyme counterscreen, NADH absorbance. inhibition, % at 4.8 µM. 360,000 tested, 1.2% active;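 also: 0% = DMSO wells and 100% = wells lacking the enzyme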
UGM FP inh: M. tuberculosis UGM enzyme inhibitors, primary screen, biochemical, fluorescence polarization, single point; UDP-galactopyranose mutase (Mycobacterium tuberculosis (strain ATCC 25618 / H37Rv)), …; purified UGM, fluorescence polarization probe displacement; inhibition, % at 10 µM; 320,000 tested, 0.06% active; AID 504406, 2011; in the data active = inhibition above about 10%, passing the limit was not always enough; inconclusive = no clear call, values can overlap the other calls
Target sequence (P9WIQ1 whole entry, looked up): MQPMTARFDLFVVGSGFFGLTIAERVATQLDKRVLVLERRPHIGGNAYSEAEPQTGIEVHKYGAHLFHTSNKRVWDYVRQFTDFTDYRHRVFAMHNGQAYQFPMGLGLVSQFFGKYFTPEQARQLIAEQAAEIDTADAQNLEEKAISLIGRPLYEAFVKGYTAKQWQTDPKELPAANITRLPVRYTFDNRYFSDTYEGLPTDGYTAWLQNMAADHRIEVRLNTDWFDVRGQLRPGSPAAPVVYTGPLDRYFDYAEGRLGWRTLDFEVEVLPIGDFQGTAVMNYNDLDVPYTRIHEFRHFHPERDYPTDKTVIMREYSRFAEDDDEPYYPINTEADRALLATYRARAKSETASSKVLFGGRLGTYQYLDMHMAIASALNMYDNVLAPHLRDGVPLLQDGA
FadD28 FP inh: inhibitors of FadD28 bisubstrate probe binding, primary screen, biochemical, fluorescence polarization, single point. Mycobacterium tuberculosis FadD28 fatty-acid-AMP ligase. inhibition, % at 12.5 µM. 360,000 tested, 0.22% active; in the data active = inhibition above about 8.5%, passing the limit was not always enough; inconclusive = no clear call, values can overlap the other calls
PrPC TRFRET: inhibitors of human cell surface prion protein PrPC, primary screen, cell-based, TR-FRET; Major prion protein (Homo sapiens), P04156; TR-FRET read-out; inhibition, % at 13.8 µM; 370,000 tested, 0.43% active; in the data active = inhibition above about 24%; also: 0% = median of the test wells and 100% = reference compound wells
FBA Mtb inh: Mtb FBA enzyme inhibitors, primary screen, biochemical, fluorescence, strain H37Rv. Fructose-bisphosphate aldolase (Mycobacterium tuberculosis (strain ATCC 25618 / H37Rv)), …. purified M. tuberculosis FBA, fluorescence read-out. inhibition, % at 1 µM. 360,000 tested, 2.3% active. AID 588726, 2011; in the data active = inhibition above about 27%;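 also: 0% = vehicle and 100% = reference inhibitor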
Target sequence (P9WQA3 whole entry, looked up): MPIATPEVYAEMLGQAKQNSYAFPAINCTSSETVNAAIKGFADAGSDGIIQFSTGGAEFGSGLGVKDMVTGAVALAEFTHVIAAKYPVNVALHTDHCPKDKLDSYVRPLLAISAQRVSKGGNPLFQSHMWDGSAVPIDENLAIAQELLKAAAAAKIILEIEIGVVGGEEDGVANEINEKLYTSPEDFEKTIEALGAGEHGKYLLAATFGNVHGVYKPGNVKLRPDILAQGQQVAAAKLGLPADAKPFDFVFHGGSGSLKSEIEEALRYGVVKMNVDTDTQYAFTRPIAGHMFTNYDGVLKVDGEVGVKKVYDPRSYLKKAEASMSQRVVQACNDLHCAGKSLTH
BoNT-F LC inh: BoNT/F light chain protease inhibitors, primary screen, biochemical, flow cytometry, MLPCN library; Botulinum neurotoxin type F light chain protease (Clostridium botulinum); Multiplex microsphere protease cleavage assay; inhibition, % at 10 µM; 360,000 tested, 0.22% active; in the data active = inhibition above about 35%, passing the limit was not always enough; inconclusive = no clear call, values can overlap the other calls; also: plate controls were buffer without enzyme for full effect and enzyme alone for no effect
BoNT A protease: BoNT/A light chain protease inhibitors, primary screen, biochemical, flow cytometry, MLPCN library | Botulinum neurotoxin type A light chain protease (Clostridium botulinum A str. ATCC 3502) | multiplex microsphere protease substrate cleavage | inhibition, % at 10 µM | 360,000 tested, 0.17% active | AID 588499, 2011; in the data active = inhibition above about 30%; inconclusive = no clear call, values can overlap the other calls; also: plate controls were buffer without enzyme for full effect and enzyme alone for no effect
* hit, by the source's call; u = inconclusive; x = not tested or not shown; & = joins results of further samples. Rule as the data show it, unless noted: active = inhibition above about 30%; inactive = the rest. Compounds as they come. About 4.8% of those tested had a hit in this group.

entry	molecule	CCHF vOTU inh	BioA inh	GDH-TPI inh	UGM FP inh	FadD28 FP inh
1	Cc1c(C(=O)c2ccc(Cl)c(Cl)c2)cnc2cc3c(cc12)OCO3	-14	x	8	2.0	-1.5
2	CC(C)c1ccc(NC(=S)NN2CCN(C)CC2)cc1	1	x	5	-0.6	0.2
3	Cc1ccc2cc(C#N)c(N3CCN(C(=O)c4ccccc4)CC3)nc2c1	-6	-2.1	-3	-0.1	-2.3
4	N#Cc1ccccc1S(=O)(=O)N1CCN(CC(=O)NC(=O)NC2CCCCC2)CC1	8	x	1	2.2	-1.3
5	Cc1cc(C)nc(NC(=O)c2cccc([N+](=O)[O-])c2)c1	5	x	13	0.2	-2.3
6	O=C(c1ccco1)N1CCN(S(=O)(=O)c2ccccc2[N+](=O)[O-])CC1	5	x	-5	-2.7	-2.2
7	O=c1cc[nH]c2c1ccc1cccnc12	10	-2.5	10	2.4	0.0
8	COc1cccc(CNC(=O)CN2C(=O)c3ccccc3S2(=O)=O)c1	-1	-1.3	0	1.2	2.7
9	O=C(NCCS(=O)(=O)N1CCN(c2ccccc2F)CC1)c1ccc2c(c1)OCO2	-4	-0.3	1	-3.1	-2.5
10	CC(=O)N1N=C(c2ccc(Cl)cc2)CC1c1ccco1 (configuration not stated)	1	x	3	3.5	0.8
11	COc1ccc(C(=O)NCC(c2cccnc2)N2CCN(c3ccc(F)cc3)CC2)cc1OC (configuration not stated)	-4	5.0	7	-4.4	-2.9
12	O=C(COC(=O)c1cccnc1Cl)c1ccc2c(c1)OCCO2	15	0.2	-3	-0.5	-3.8
13	Cc1nn(-c2ccc(C(=O)O)cc2)c2c1C(=O)CC(C)(C)C2	9	x	-6	-0.6	1.4
14	Cc1cc(NC(=O)CSc2nnc(-c3ccc(O)cc3)o2)no1	-12	-1.7	22	-1.4	-0.6
15	CC1(C)NC(=O)N(CC(=O)OCC(=O)Nc2cc(S(=O)(=O)N3CCCCC3)ccc2Cl)C1=O	4	x	0	-0.6	-0.7

entry	PrPC TRFRET	FBA Mtb inh	BoNT-F LC inh	BoNT A protease
1	4	0	-5	0.1
2	5	1	3	-1.2
3	-3	15	u	3.0
4	7	3	17	11
5	-12	4	-7	-0.8
6	6	3	2	-0.5
7	3	1	-6	-0.2
8	1	3	-4	1.7
9	3	0	x	x
10	3	0	-2	0.5
11	0	-1	-10	-0.9
12	4	0	-6	-0.6
13	8	5	0	-1.4
14	-2	1	-4	1.0
15	4	-2	-8	-0.1

Complete entries, looked up by structure:
Cc1cc(C)nc(NC(=O)c2cccc([N+](=O)[O-])c2)c1 reads CCHF vOTU inh = 5; BioA inh = x; GDH-TPI inh = 13; UGM FP inh = 0.2; FadD28 FP inh = -2.3; PrPC TRFRET = -12; FBA Mtb inh = 4; BoNT-F LC inh = -7; BoNT A protease = -0.8
CC1(C)NC(=O)N(CC(=O)OCC(=O)Nc2cc(S(=O)(=O)N3CCCCC3)ccc2Cl)C1=O reads CCHF vOTU inh = 4; BioA inh = x; GDH-TPI inh = 0; UGM FP inh = -0.6; FadD28 FP inh = -0.7; PrPC TRFRET = 4; FBA Mtb inh = -2; BoNT-F LC inh = -8; BoNT A protease = -0.1

Continuation:
entry	molecule	CCHF vOTU inh	BioA inh	GDH-TPI inh	UGM FP inh	FadD28 FP inh
16	Cc1[nH]c(C)c(S(=O)(=O)N2CCN(c3ccccc3)CC2)c1C(=O)N1CCCC1	21	5.7	5	-2.6	-0.3
17	COc1ccc(/C=C\c2onc(C)c2S(=O)(=O)N2CCC(C(=O)NCCC(C)C)CC2)cc1	12	-1.2	13	-0.6	1.0
18	COC(=O)CNC(=O)COC(=O)c1cc(F)c(F)cc1Cl	6	0.0	-4	1.4	-0.2
19	O=C(CN1C(=O)NC2(CCCCC2)C1=O)Oc1ccc2c(C(F)(F)F)cc(=O)oc2c1	-105	-2.3	6	-6.1	-1.1
20	CCOc1ccc(N2C(=O)NC(=O)/C(=C\c3cc(OC)c(OC)cc3[N+](=O)[O-])C2=O)cc1	x	-5.5	12	-3.1	-0.6
21	N#CCSc1nc2c(c(C3CC=CCC3)c1C#N)CCC2 (configuration not stated)	3	0.4	11	1.6	-3.0
22	Cc1nn(CC(=O)Nc2ccc(N3CCOCC3)cc2)c(C)c1Cl	14	0.2	-7	0.1	-0.2
23	S=C(Nc1cccnc1)N1CCc2ccccc21	-5	3.8	9	-3.8	-2.1
24	Cn1c2c(c(=O)n(C)c1=O)C(c1ccccc1Cl)CC(=O)N2 (configuration not stated)	7	-0.9	14	1.7	0.3
25	COc1ccccc1-c1ccc(SCc2ccc(C)cc2)nn1	-10	x	2	-1.9	0.2
26	Cc1cccc(NC(=S)N/N=C2/CCCCc3ccccc32)c1	2	-0.7	11	-0.5	-3.4
27	O=C(/C=C/c1ccccc1)NCCSCc1ccccc1	-17	x	-3	-0.3	-4.0
28	OC(CNC1CCCC1)COc1c(F)cc(Br)cc1F (configuration not stated)	-1	-1.3	15	-1.0	1.0
29	CC1(NC(=S)N(CCO)CCO)CCS(=O)(=O)C1 (configuration not stated)	5	x	-1	1.4	-1.2
30	COc1ccc(NC(=O)CSCC(=O)N2c3ccccc3CCc3ccccc32)cc1	-2	x	2	0.4	-1.2

entry	PrPC TRFRET	FBA Mtb inh	BoNT-F LC inh	BoNT A protease
16	-6	0	-7	-2.4
17	9	0	-3	-0.8
18	-2	-3	-11	0.5
19	3	31*	u	-3.7
20	x	23	1	-0.3
21	-9	-1	-4	u
22	-3	2	1	-0.2
23	4	2	2	-0.7
24	3	4	-8	0.1
25	5	0	-5	-0.1
26	-3	0	-9	-0.9
27	3	0	2	0.1
28	4	3	0	0.3
29	0	2	2	0.0
30	-2	14	0	-0.2

Overlap with the part before: four entries; new compounds follow.
entry	molecule	CCHF vOTU inh	BioA inh	GDH-TPI inh	UGM FP inh	FadD28 FP inh
27	O=C(/C=C/c1ccccc1)NCCSCc1ccccc1	-17	x	-3	-0.3	-4.0
28	OC(CNC1CCCC1)COc1c(F)cc(Br)cc1F (configuration not stated)	-1	-1.3	15	-1.0	1.0
29	CC1(NC(=S)N(CCO)CCO)CCS(=O)(=O)C1 (configuration not stated)	5	x	-1	1.4	-1.2
30	COc1ccc(NC(=O)CSCC(=O)N2c3ccccc3CCc3ccccc32)cc1	-2	x	2	0.4	-1.2
31	COc1ccc(OC)c(S(=O)(=O)NC(=O)C2(C)CCN2C(=O)Cc2ccccc2Cl)c1 (configuration not stated)	-5	-0.6	0	x	-1.5
32	O=C(CSc1n[nH]c(-c2ccccc2)n1)Nc1ncccn1	3	x	4	-1.3	-0.6
33	COc1ccc(NC(=O)Nn2cnnc2)cc1OC	10	-0.7	5	0.4	x
34	O=c1c2c(-c3ccccc3)csc2ncn1/N=C/c1cccc([N+](=O)[O-])c1O	11	2.2	3	-0.3	0.9
35	CCCn1c(SCC(=O)Nc2ccccc2C(=O)OC)nc2c1c(=O)n(C)c(=O)n2C	-3	x	-17	-1.2	-2.0
36	CCc1nnc(NC(=O)CSc2nc(C)nc3c2c(=O)n(C)c(=O)n3C)s1	0	-0.8	-2	-0.4	-2.5
37	Cn1cc(CN2CCN(c3ncccn3)CC2)c(-c2cccc(Cl)c2)n1	14	1.0	10	-3.2	-2.3
38	C/C(=N\N=C1\NC(=O)CS1)c1cccs1	20	x	19	1.6	0.5
39	Cc1ccc(S(=O)(=O)N2CCCN(C(=O)CNC(=O)c3ccccc3)CC2)cc1	-12	x	-4	x	-1.2
40	O=C(Nc1ccc(Cl)c(S(=O)(=O)N2CCOCC2)c1)C1CCC1	7	-0.4	1	0.2	-0.3
41	COC(=O)c1ccc(Cn2c(O)c(N=O)c3ccccc32)o1	24	1.3	9	0.4	-0.9
42	COC(=O)c1cccc(N(C(=O)CNC(=O)c2cccs2)C(C(=O)NCC2CCCO2)c2ccc(OC)c(OC)c2)c1 (configuration not stated)	-10	-0.4	12	-0.1	-1.3
43	Cc1c(Cl)cccc1NC(=O)Cn1cccc1	-10	x	-6	-3.2	-3.3
44	c1csc(CNc2ncnc3nc[nH]c23)c1	4	1.5	-9	-1.1	0.2
45	Cc1nn(Cc2c(F)c(F)c(F)c(F)c2F)c(C)c1NC(=O)c1c([N+](=O)[O-])c(C)nn1C	-14	-1.1	1	-2.0	-1.8

entry	PrPC TRFRET	FBA Mtb inh	BoNT-F LC inh	BoNT A protease
27	3	0	2	0.1
28	4	3	0	0.3
29	0	2	2	0.0
30	-2	14	0	-0.2
31	0	-2	-3	-0.5
32	0	-1	4	-0.5
33	-5	0	-8	-0.4
34	-3	-7	-6	-1.0
35	-3	-2	-1	-1.9
36	0	-2	1	4.6
37	4	-2	-6	0.2
38	5	0	-3	-0.2
39	5	3	1	-0.7
40	-2	0	-7	-0.1
41	-10	1	2	-1.0
42	8	-2	5	-1.7
43	5	-3	-3	0.6
44	-2	0	0	-0.8
45	6	4	-13	-1.2

Further structures follow.
entry	molecule	CCHF vOTU inh	BioA inh	GDH-TPI inh	UGM FP inh	FadD28 FP inh
46	CCOCCn1ccc2c(OCC(=O)Nc3cc(OC)ccc3OC)cccc2c1=O	6	-0.8	-3	-5.2	-3.3
47	CCOc1ccc(S(=O)(=O)N(C)CC(=O)NCc2ccc3c(c2)OCO3)cc1	-12	-0.6	-5	1.2	-1.9
48	COc1ccc(N2CCN(C(=O)CCN3C(=O)c4ccccc4S3(=O)=O)CC2)cc1	x	0.4	-2	-0.6	-1.4
49	CCNC(=S)Nc1ccccc1-c1ccccc1	6	x	-4	0.0	-2.5
50	CC(C)(C)SCCNC(=O)CN(c1ccc(F)cc1)S(C)(=O)=O	13	-0.6	-8	-1.8	-2.9
51	CN(c1ccc(C(=O)NCc2cccnc2)cc1)S(=O)(=O)c1ccc(Cl)cc1	-1	3.8	0	-0.5	-0.2
52	CCCCNc1c(-c2ccc(SC3CCCCC3)c(OC)c2)nc2ccc(C)cn12	-16&-25	-1.0	15	1.6	-4.2
53	N#C/C(=N\Nc1cccc([N+](=O)[O-])c1)C(=O)c1ccc(Br)cc1	12	4.3	0	-0.1	u
54	Cc1nn(Cc2ccccc2Cl)c(Cl)c1C(=O)NCCc1ccccc1	3	x	2	-1.9	-2.2
55	COCCN(CCOC)C(=O)CCn1c(=O)oc2ccccc21	-7	-3.4	-2	-2.5	1.4
56	COCCn1c(C)cc(C(=O)COC(=O)c2ccc[nH]c2=O)c1C	-5	x	5	-0.6	-1.3

entry	PrPC TRFRET	FBA Mtb inh	BoNT-F LC inh	BoNT A protease
46	-1	0	-10	-3.2
47	2	0	-2	-0.1
48	x	2	-6	0.0
49	-7	2	-3	-0.7
50	-1	0	1	-0.2
51	10	1	-1	0.1
52	4&4	50*	-6&-13	-0.4&-1.7
53	16	-7	-6	-0.4
54	4	-1	-6	-0.7
55	1	-1	-7	-0.6
56	3	1	0	-0.3
